Source: PubChem (several laboratories)
INS promoter inh: TRM-6 insulin promoter activity inhibition | TRM-6 cells (human fetal islet line), insulin promoter-eGFP reporter, imaging; reporter expression induced with tamoxifen | inhibition, % at 2 µM | 130,000 tested, 0.9% active | AID 1273;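 active = inhibition above the mean plus 3 SD, with well images judged a real hit on visual review, cut at about 60% in these data, passing the limit was not always enough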
sdo1 growth: restores growth of sdo1-depleted yeast. S. cerevisiae sdo1-depleted JHY4D growth rescue, OD600 30 h; active compounds read high; pdr5 snq2 efflux-pump mutant strain. z-score at 10 µM. 140,000 tested, 0.21% active. AID 817;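 active = z-score above 3 at both the 24 hr and the 30 hr optical density reads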;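 also: z-score against mean and SD of all compound wells on the same plate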
sdo1 growth Rescue 24 h: second read-out of sdo1 growth, no call of its own (marks repeat the call); z-score; S. cerevisiae sdo1-depleted JHY4D growth rescue, OD600; measured here: growth rescue at 24 h;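 0 is the plate mean of compound wells and units are plate SD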
Active calls of the source: *; x = no result given.

The first 17 compounds, ahead of the listing:
INS promoter inh	sdo1 growth	sdo1 growth Rescue 24 h	mol
x	0.58	0.49	Cc1cc(N2CCN(C(=O)c3ccco3)CC2)nc(-c2ccccc2)n1
-60.0	1.14	1.02	O=C1Nc2c(c(=O)[nH]c(=O)n2-c2ccccc2)C1(Nc1ncccn1)C(F)(F)F (stereo not given)
x	0.92	0.76	COc1ccccc1C1C(C(N)=O)=C(C)Nc2nc(-c3ccc(Cl)cc3)nn21 (stereo not given)
-60.0	x	x	COc1ccc(C(=O)NC(=S)N2CCCc3ccccc32)cc1OC
36.4	0.94	0.65	CCCCS(=O)(=O)Nc1ccc(C(=O)NCC2CCCO2)cc1 (stereo not given)
-5.3	-0.76	-0.7	Cc1onc(-c2ccccc2Cl)c1C(=O)NCc1cccnc1
-29.6	-0.15	0.59	Cc1c(C2=CCN(S(=O)(=O)c3ccc(Cl)cc3)CC2)c2ccccc2n1C
0.0	0.17	0.46	C[N+]1(CCOc2ccc([N+](=O)[O-])cc2)CCOCC1
x	-2.06	-1.62	COc1ccc(C(c2nnnn2Cc2ccc(F)cc2)N2CCN(c3ccc(OC)cc3)CC2)cc1 (stereo not given)
13.3	-0.79	-0.92	O=C(COC(=O)c1ccc(O)cc1)Nc1ccc(N2CCCCC2)cc1
38.5	-0.94	-1.87	CCOc1ccc(N/C=C\C(=O)c2ccc3c(c2)OCO3)cc1
-25.0	x	x	COc1ccc(-c2cc(C(F)(F)F)nc(-n3ccnc3)n2)cc1
x	0.49	0.64	COc1ccc(NC(=O)C2CCCN(S(=O)(=O)c3cccc4cccnc34)C2)c(OC)c1 (stereo not given)
x	-1.17	-0.25	COc1ccc(Cn2c3ccc(OC)cc3c3nc4ccccc4nc32)cc1
36.4	0.87	0.54	COc1ccc2cc(CCNC(=O)C3CC3)c(=O)[nH]c2c1
15.0	x	x	O=C(NCc1ccccc1)c1cccc(F)c1F
x	0.63	-0.18	COc1ccccc1NC(=O)CCNC(=O)Cn1ccc2ccccc2c1=O

The list itself, from the start:
INS promoter inh	sdo1 growth	sdo1 growth Rescue 24 h	mol
x	0.58	0.49	Cc1cc(N2CCN(C(=O)c3ccco3)CC2)nc(-c2ccccc2)n1
-60.0	1.14	1.02	O=C1Nc2c(c(=O)[nH]c(=O)n2-c2ccccc2)C1(Nc1ncccn1)C(F)(F)F (stereo not given)
x	0.92	0.76	COc1ccccc1C1C(C(N)=O)=C(C)Nc2nc(-c3ccc(Cl)cc3)nn21 (stereo not given)
-60.0	x	x	COc1ccc(C(=O)NC(=S)N2CCCc3ccccc32)cc1OC
36.4	0.94	0.65	CCCCS(=O)(=O)Nc1ccc(C(=O)NCC2CCCO2)cc1 (stereo not given)
-5.3	-0.76	-0.7	Cc1onc(-c2ccccc2Cl)c1C(=O)NCc1cccnc1
-29.6	-0.15	0.59	Cc1c(C2=CCN(S(=O)(=O)c3ccc(Cl)cc3)CC2)c2ccccc2n1C
0.0	0.17	0.46	C[N+]1(CCOc2ccc([N+](=O)[O-])cc2)CCOCC1
x	-2.06	-1.62	COc1ccc(C(c2nnnn2Cc2ccc(F)cc2)N2CCN(c3ccc(OC)cc3)CC2)cc1 (stereo not given)
13.3	-0.79	-0.92	O=C(COC(=O)c1ccc(O)cc1)Nc1ccc(N2CCCCC2)cc1
38.5	-0.94	-1.87	CCOc1ccc(N/C=C\C(=O)c2ccc3c(c2)OCO3)cc1
-25.0	x	x	COc1ccc(-c2cc(C(F)(F)F)nc(-n3ccnc3)n2)cc1
x	0.49	0.64	COc1ccc(NC(=O)C2CCCN(S(=O)(=O)c3cccc4cccnc34)C2)c(OC)c1 (stereo not given)
x	-1.17	-0.25	COc1ccc(Cn2c3ccc(OC)cc3c3nc4ccccc4nc32)cc1
36.4	0.87	0.54	COc1ccc2cc(CCNC(=O)C3CC3)c(=O)[nH]c2c1
15.0	x	x	O=C(NCc1ccccc1)c1cccc(F)c1F
x	0.63	-0.18	COc1ccccc1NC(=O)CCNC(=O)Cn1ccc2ccccc2c1=O
5.0	x	x	Cc1ccccc1-c1nn(-c2ccc(F)cc2F)cc1CNCC(C)O (stereo not given)
x	1.06	1.01	Cc1cc(N(CN2CCCC2=O)C(=O)c2ccccc2)no1
x	-1.58	-1.39	COC1(C)CC2C(CC1OC(=O)c1cc([N+](=O)[O-])cc([N+](=O)[O-])c1)C2(C)C (stereo not given)
6.9	-2.05	-2.09	FC(F)(F)c1cnc(Oc2ccccc2-c2nnco2)c(Cl)c1
20.0	x	x	COc1cc([N+](=O)[O-])ccc1N=Nc1c(N)[nH]n(-c2ccccc2)c1=O
-233.3	x	x	O=C(NCC(c1cccs1)N1CCOCC1)c1cc(-c2ccc(F)cc2)nc2ccccc12 (stereo not given)
-32.0	-0.15	0.41	COC(=O)c1ccc(NC(C(=O)OC)C(C)C)c([N+](=O)[O-])c1 (stereo not given)
-25.0	-0.39	-0.28	CC(C)(C)n1nnnc1C(c1cc2cc3c(cc2[nH]c1=O)OCCO3)N1CCSCC1 (stereo not given)
2.3	0.86	0.43	O=c1/c(=C/c2ccc([N+](=O)[O-])cc2)sc2n1CCCN=2
x	0.6	-0.31	O=C(NCc1cccnc1)NC1(c2ccccc2)CC1
21.0	1.5	1.5	NC(=O)CSc1ccc(Br)cc1
-48.1	0.12	-0.32	CSc1nc(=O)n2cccc(C)c2n1
-3.1	-0.19	-0.36	CSc1ccccc1NC(=O)CN(c1cccc(C)c1)S(C)(=O)=O
-19.2	-0.39	-0.87	Cc1ccc(C(CC(=O)NCc2ccco2)c2ccccc2)c(O)c1 (stereo not given)
0.0	-2.45	-1.47	Cc1cccc2cc(-c3nc4c(C)cccn4c3NCc3ccco3)c(=O)[nH]c12
0.0	-0.21	-0.71	Cc1ccc(NC(=O)CSCC(=O)Nc2ccc(N3CCOCC3)c(Cl)c2)cc1
-14.3	-0.72	-0.22	Cc1ccc2nc(SCC(=O)Nc3cccc([N+](=O)[O-])c3)[nH]c2c1
x	-1.11	-1.05	COc1ccc(NC(=O)CSc2nnc(-c3ccoc3C)n2CCc2ccccc2)cc1
52.4	-0.92	-1.39	Cc1ccccc1-n1c(SCC(=O)N/N=C/C=C/c2ccccc2[N+](=O)[O-])nc2ccccc2c1=O
-35.7	-1.23	-0.45	Cc1ccc(CN(c2ccc(C(=O)N3CCCC3)cc2)S(C)(=O)=O)cc1
-51.9	0.12	-0.85	COC(=O)C1C(=O)c2c(n[nH]c2C)CC1(C)C (stereo not given)
-42.1	1.07	1.51	O=C1CC2CS(=O)(=O)CC2N1c1ccc(Cl)cc1Cl (stereo not given)
-62.9	-1.53	-1.71	Cc1cccc(CSc2nnc(-c3cccs3)n2Cc2ccco2)c1
x	-0.36	-0.8	Cc1cc(NC(=O)Nc2cccc3ccccc23)no1
x	-2.32	-1.05	COc1cc(C(=O)Sc2ccc(C)cc2)cc(OC)c1OC
x	-0.8	-1.48	CCOC(=O)N1CCC(NC(=O)C2CCCN(Cc3nc(-c4cccc(Cl)c4)oc3C)C2)CC1 (stereo not given)
-7.0	0.68	2.07	c1ccc(C2=NNC(=NC3CC3)SC2)cc1
-11.1	x	x	O=C(NCc1cccnc1)c1cc(C(=O)C2CC2)c[nH]1
12.9	-0.45	0.28	O=S(=O)(Nc1ccc(N2CCOCC2)cc1)c1ccc2ccccc2c1
13.6	0.24	0.74	COC(=O)[C@@H](N)Cc1ccc(O)cc1
x	1.47	1	CCn1ncc(/C=C/C(=O)C2CC2)c1C
x	2.03	2.11	CC(C)(C)NC(=O)C1CCCN(S(=O)(=O)c2cccc3cccnc23)C1 (stereo not given)
-85.7	x	x	NC(=O)c1cccn1-c1ncc(C(F)(F)F)cc1Cl
x	0.11	-0.88	CC(C)(C)OC(=O)N/N=C/c1ccc(C(=O)O)cc1
-11.8	-0.58	-0.06	Cc1ccccc1OCCSCc1nc2ccccc2[nH]1
-32.5	0.03	-0.16	O=C(N=Nc1c(O)[nH]c2ccccc12)c1cccc(S(=O)(=O)N2CCCCC2)c1
9.3	-1.01	-0.77	COc1cccc(-n2ccnc2SCC(=O)N2CCc3ccccc32)c1
0.0	0.25	-0.38	NC(=O)COc1cccc2cccnc12
11.5	1.07	2.45	CCOc1ccc(-n2nc3c(=O)[nH]nc(C)c3c2C)cc1
-3.0	1.01	0.52	Cc1ccc(C2CC(C(F)(F)F)n3nc(C(=O)NCCN4CCOCC4)cc3N2)cc1 (stereo not given)
-25.0	-0.37	-0.12	Cc1ccc(NC(=O)c2ccc(OC(=O)COc3ccc(Cl)cc3C)cc2)cc1
-233.3	0.64	0.42	CCOCCCNC(=O)CCCOc1ccccc1
-2.7	0.57	0.63	O=C(c1ccc(F)cc1)N1C2CCC1CC(O)(c1ccc(F)cc1)C2 (stereo not given)

Further records follow:
INS promoter inh	sdo1 growth	sdo1 growth Rescue 24 h	mol
x	0.01	0.36	C/C(=N\NC(=O)c1cccc(C)c1)c1cccc(NC(=O)c2ccco2)c1
-43.3	-0.15	0.54	CCC(C)NC(=O)CSc1nc2ccccc2c(=O)n1Cc1ccc(OC)cc1 (stereo not given)
22.6	0.8	0.05	COc1ccc(N/C=C/C(=O)c2ccc(Oc3ncccn3)cc2)cc1
x	0.41	-0.32	O=C(CSCCc1ccccn1)Nc1cccnc1
-39.3	0.39	0.09	Cc1ccc(CSc2ncccc2C(=O)O)cc1
-54.8	-0.77	-0.61	COC(=O)CCc1sc(Nc2ccc(Br)cc2)nc1-c1ccc(OC)cc1
x	0.71	0.1	O=C(OCC(=O)N1CCN(C(=O)c2ccco2)CC1)c1ccc(S(=O)(=O)N2CCCCC2)cc1
3.7	-0.83	-1.5	O=C(Nc1ccccc1N1CCCC1)c1ccc2c(c1)OCO2
0.0	-0.85	-0.77	CCOC(=O)C1=C(SCC(=O)Nc2ccccc2)NC(=O)C(C#N)C12CCCCC2 (stereo not given)
0.0	0.07	-0.56	COCc1cc(C)nc(OCC(=O)N/N=C/c2ccco2)c1C#N
-375.0	0.2	0.81	CCOc1cc(C)c(Cl)cc1S(=O)(=O)NCc1ccco1
-10.8	-0.74	-0.27	C/C(=N\OC(=O)c1ccc(OC(C)C)cc1)c1ccc(C)c(C)c1
0.0	x	x	CCCCC(=O)Nc1nc2ccc(C(=O)OC)cc2s1
-12.1	1.23	2.29	CCC(C)c1ccccc1NC(=O)COC(=O)c1ccc(N2CCCC2)c([N+](=O)[O-])c1 (stereo not given)
x	-0.62	-0.31	CCC1CCCCN1C(=O)CSc1nnc(-c2c[nH]c3ccccc23)o1 (stereo not given)
-21.4	x	x	C=CCn1c(C)cc(C(=O)Cn2nc(C(=O)O)c3ccccc3c2=O)c1C
-42.9	x	x	CCc1ccc(CN(C)C(=O)CCc2nnc(COc3ccccc3)o2)cc1
x	-1.05	-1.07	Cc1ccc(C)n1-n1c(C)nc2scc(-c3cccs3)c2c1=O
-53.3	x	x	CCCN(CCC)CC(O)CN1C(=O)N(CN2C(=O)N(CC(O)CN(CCC)CCC)C(=O)C2(C)C)C(C)(C)C1=O (stereo not given)
-1.7	-0.93	0.51	CN(C)S(=O)(=O)c1cccc(NC(=S)Nc2cc(Cl)cc(Cl)c2)c1
14.7	-1	-0.52	CC(=O)Nc1ccc(NC(=O)C(C)OC(=O)C2(c3ccc(Cl)cc3)CCCC2)cc1 (stereo not given)
45.5	0.5	0.05	CC(=O)c1c(C(C)=O)c(C)n(NC(=O)c2cccnc2)c1C
21.4	0.9	0.4	Cc1ccc(/C=N/NC(=O)c2c(-c3ccccc3)noc2C)o1
x	1.6	1.29	CCOC(=O)N1CCN(S(=O)(=O)c2ccc(C(=O)Nc3nnc(CSC)o3)cc2)CC1
-6.7	0.19	-0.37	Cc1ccc(S(=O)(=O)N(C)c2ccc(OCC(=O)O)cc2)cc1
x	-1.23	-0.13	Cc1nc(-c2ccccc2)sc1-c1nc(-c2cccnc2)ncc1S(=O)(=O)c1ccccc1
x	-0.03	-0.65	COCCNC(=O)Cn1cnc2ccc(S(=O)(=O)N3CCC(C)CC3)cc2c1=O
7.7	0.96	0.73	Cc1noc(C)c1S(=O)(=O)N1CCCC(C(=O)NC2CCCCC2)C1 (stereo not given)
28.6	-0.2	-0.2	O=C1CCC(=O)N1c1ccc(CSc2nnnn2C2CCCCC2)cc1
33.3	-0.42	0.6	Cc1c(C(=O)NC(=S)Nc2ccc3c4c(cccc24)CC3)cccc1[N+](=O)[O-]
38.5	0.49	0.38	C=CCC(NCc1ccccc1)c1ccc(C)o1 (stereo not given)
-10.5	0.29	0.97	O=C(CN1CCN(c2nc(-c3ccc(Cl)cc3)cs2)CC1)NCc1ccco1
11.1	x	x	O=C(Nc1cc(Cl)ccc1N1CCOCC1)c1ccc2c(c1)OCCO2
25.0	0.46	-0.05	Cc1cccc2cc(CN(Cc3cccnc3)C(=O)c3ccncc3)c(=O)[nH]c12
-72.7	x	x	N#CCSc1nc2ccccc2c(=O)n1C1CCCCC1
x	0.62	0.47	CC1CCN(CCc2nc3cc(NC(=O)Nc4ccccc4)ccc3n2C)CC1
61.5	x	x	Cc1ccc(-c2nn(-c3ccccc3)cc2CN(C)C(=O)CCC(=O)O)cc1C
x	0.34	0.12	O=C(NCCCn1ccnc1)C1CC2CCC1C2 (stereo not given)
20.0	0.86	1.2	Cc1cc2cc(CCNC(=O)CC(C)(C)C)c(=O)[nH]c2cc1C
-50.0	x	x	Cc1ccc(C)c(NC(=O)CN(C)C(=O)/C=C/c2ccco2)c1
x	2	1.12	COc1cc(OC)c(C2C(C#N)=C(N)OC3=C2C(=O)CC(C)C3)cc1OC (stereo not given)
0.0	0.23	-0.15	COc1cc(C(=O)Nc2nccs2)c(Br)c(OC)c1OC
-42.9	-0.81	-0.95	COc1ccc(S(=O)(=O)N2CCN(S(=O)(=O)c3ccc4c(c3)OCCO4)CC2)cc1C
x	0.88	0.12	COc1ccc(NC(=O)C2CC(c3ccc(OC)c(OC)c3)=NO2)cc1OC (stereo not given)
